RSV antiviral HEp-2: inhibition of RSV-induced cytopathic effect – HEp-2 cells, primary 10 µM value included (AID 2391); HEp-2 cells, RSV-induced CPE inhibition; higher % means a stronger effect; one-dose CPE inhibition, % at 10 µM; IC50 in µM for titrated hits; 310,000 tested, 0.13% active; in the data active means a potency from the dose series; further: strong numbers were not always called active
WT yeast gro inh: growth inhibition of WT yeast, mitochondrial fusion screen. mitochondrial fusion phenotypic screen, WT strain. inhibition, % at 10 µM. 190,000 tested, 2.1% active. AID 1362; in the data active means inhibition above about 58%; tested in S. cerevisiae
Autophagy mod: alters autophagy in cells. MEF GFP-LC3 puncta imaging; test concentration mostly 10 µM. calls only at 10 µM (by protocol). AID 463193. 190,000 tested, 0.98% active;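 active means percentage of spot-positive cells more than 3 SD above its plate mean, without a fluorescence outlier flag or 80% toxicity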;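 further: spot-positive cell cutoff set from DMSO-treated cells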
GPR35 antagonists: GPR35 antagonists blocking zaprinast-driven arrestin recruitment, primary screen, imaging, U2OS, beta-arrestin-GFP, zaprinast agonist (AID 2058). U2OS GPR35 beta-arrestin-GFP translocation imaging, zaprinast antagonism; higher % means a stronger effect. one-dose inhibition, % at 10 µM; IC50 in µM for titrated hits. 290,000 tested, 0.052% active;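 active means inhibition of at least 50% with at least 30 cells and total cytoplasm GFP at most 10,000,000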
LYP phosphatase: inhibitors of LYP phosphatase, biochemical, fluorescence intensity, uHTS (AID 1779); recombinant LYP phosphatase, fluorescence intensity; higher % means a stronger effect; 290,000 tested, 0.054% active; one-dose inhibition, % at 11.5 µM; IC50 in µM for titrated hits; in the data active means inhibition above about 50%;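 further: plate controls were vehicle with enzyme for no effect and no enzyme for full effect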
NTR1 agonist: agonists of NTR1, primary screen, imaging, U2OS cells, beta-arrestin-GFP, high content (AID 493036). activation, % at 20 µM. P30989. NTR1-U2OS beta-arrestin-GFP spot imaging, agonist mode. 330,000 tested, 0.17% active;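 active means activation at or above 40% of the spot to cytoplasm intensity ratio, with at least 20 cells analyzed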;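 further: 0% = DMSO without peptide and 100% = 100 nM NTR1 peptide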
Target sequence (P30989 whole entry, looked up): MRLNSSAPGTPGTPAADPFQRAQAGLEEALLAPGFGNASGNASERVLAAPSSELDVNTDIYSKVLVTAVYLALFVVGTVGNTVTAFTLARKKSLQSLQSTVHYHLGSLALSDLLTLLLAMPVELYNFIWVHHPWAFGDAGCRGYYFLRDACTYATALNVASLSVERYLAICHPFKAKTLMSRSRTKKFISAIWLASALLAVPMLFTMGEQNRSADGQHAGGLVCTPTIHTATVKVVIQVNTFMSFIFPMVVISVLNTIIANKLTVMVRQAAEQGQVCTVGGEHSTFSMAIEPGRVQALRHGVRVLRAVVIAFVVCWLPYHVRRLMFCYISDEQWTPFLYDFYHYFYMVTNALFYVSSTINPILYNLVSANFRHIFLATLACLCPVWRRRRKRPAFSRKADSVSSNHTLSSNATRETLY
AID2073: inhibitors of Mint1-CaV2.2 protein interaction, biochemical, HTRF (AID 2073). HTRF protein-protein interaction, Mint1-CaV2.2; higher % means a stronger effect. inhibition, % at 20 µM; hits with a dose series show IC50 in µM. 290,000 tested, 0.19% active; in the data active means inhibition mostly above about 51%, no sharp cut-off; further: some results filed as inactive read as strong as hits
UTI89 phage lysis: inhibition of K1F phage lysis, E. coli UTI89, bacterial capsule biogenesis inhibitors, alamar blue (AID 488966) | 340,000 tested, 0.02% active | E. coli UTI89 K1F phage lysis, alamar blue, 2 h; higher % means a stronger effect | one-dose inhibition, % at 100 µM; IC50 in µM for titrated hits;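 active means phage lysis inhibition, versus mean bacterial control, above a set limit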;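 further: capsule biogenesis inhibitors block K1F phage lysis so surviving cells raise fluorescence; higher fluorescence means more inhibition of phage lysis; actives were called in the ten point dose series up to 300 µM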
Dengue-2 NS5 capping: Dengue-2 NS5 methyltransferase inhibitors, primary screen, biochemical, confirmation dose response (AID 588689). one-dose inhibition, % at 25 µM; IC50 in µM for titrated hits. 340,000 tested, 0.3% active. Dengue-2 NS5 methyltransferase capping enzyme assay, biochemical; higher % means a stronger effect; in the data active means a potency from the dose series
WT yeast gro inh mutant strain: further read-out of WT yeast gro inh, marked with its call; inhibition, %; mitochondrial fusion phenotypic screen, mutant strain inhibition
Autophagy mod cell loss 18 h: second read-out of Autophagy mod, no call of its own (marks repeat the call); toxicity, %; measured here: cell loss, nuclei count;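 cell loss after 18 h compound exposure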
NTR1 agonist cell count 20 µM: recorded beside NTR1 agonist, whose call it bears; cell count; measured here: cell count, cytotoxicity flag
Dengue-2 NS5 capping pilot replicate: further read-out of Dengue-2 NS5 capping, marked with its call; inhibition, %; measured here: pilot screen replicate inhibition
* marks the source's active call; other numbers are inactive results; i = inactive; x = no result given; [ ] = remark or other dose.

SMILES	RSV antiviral HEp-2	WT yeast gro inh	WT yeast gro inh mutant strain	Autophagy mod	Autophagy mod cell loss 18 h	GPR35 antagonists	LYP phosphatase	NTR1 agonist	NTR1 agonist cell count 20 µM	AID2073	UTI89 phage lysis	Dengue-2 NS5 capping	others
CCn1cc(C(=O)N2CCN(c3ccc(OC)cc3)CC2)c(=O)c2cc(S(=O)(=O)N3CCCCC3)ccc21	1.7%	-1	-13	i	-2	8%	-2%	2.1	36	-10%	-0.5%	0%
CCOc1ccc(CN2C(=O)c3ccccc3C2=O)cc1C(=O)Nc1nnc(SCC)s1	3.4%	2	-10	i	12	-11%	-5%	20	51	6%	0.6%	1%
Cn1c(SCC(=O)NCc2ccco2)nc2ccccc2c1=O	-0.6%	-27	-12	i	5	16%	2%	-1.5	90	-3%	0.4%	1%
CC1CCN(S(=O)C23CC4CC(CC(C4)C2)C3)CC1 (stereo not given)	2.0%	8	8	i	25	18%	-4%	2.8	33	-8%	-0.7%	-1%
Cc1ccc(C(=O)CCS(=O)(=O)c2ccc(Br)cc2)cc1	1.2%	x	x	x	x	1%	-2%	3.8	78	-1%	0.3%[50 µM]	-2%
CC(C)OCCCNC(=O)c1cc2c(=O)n(C)c3ccccc3c2n1C	-0.8%	-3	-6	i	6	-20%	-6%	9.8	48	-2%	3.4%	-4%
O=c1[nH]c(CN2CCOCC2)nc2cc(Cl)ccc12	0.3%	9	5	i	5	-6%	-5%	0.1	53	1%	0.4%	x
O=C(Nc1cccc(C(F)(F)F)c1)c1cc(-c2ccc(F)cc2)on1	2.9%	6	-11	i	10	-4%	-8%	1.5	106	10%	0.4%	-11%
COc1ccccc1NS(=O)(=O)c1cccc(NC(=O)C2CC2)c1	0.3%	x	x	x	x	x	x	-0.3	57	x	1.1%[50 µM]	5%
COc1ccccc1NC(=O)c1ccc(-c2nn(C)c(=O)c3ccccc23)cc1	17%	-16	-16	i	7	3%	2%	4.6	57	18%	3.0%	-10%
CCN(C(=S)NCCOC)c1cccc2ccccc12	3.6%	10	14	i	30	12%	-5%	-1.0	54	4%	-0.1%	-7%
O=C1/C(=C/c2cccs2)SC(=S)N1N1CCOCC1	3.0%	x	x	x	x	3%	-2%	2.2	57	-9%	3.8%	-1%
CN(C(=O)Cn1nc(C(=O)O)c2ccccc2c1=O)c1ccccc1	3.1%	x	x	x	x	0%	-12%	-0.5	72	6%	0.3%	3%
COc1ccc(S(=O)(=O)N2CCOC2CNC(=O)C(=O)NCCc2ccccc2)cc1OC (stereo not given)	1.8%	x	x	x	x	-14%	-13%	0.2	53	4%	-3.1%	-1%
CN(CC(=O)Nc1ccc(F)cc1)CC(=O)N1CCCCCC1	2.0%	x	x	x	x	x	x	0.7	56	x	-0.1%[50 µM]	3%
O=C1CCC([N+](=O)[O-])C(C2CC=CCC2)N1 (stereo not given)	0.6%	x	x	x	x	x	x	-0.6	52	x	-1.4%	-3%
Cn1c(CNC(=O)c2ccc(Cl)cc2)nnc1SCC(=O)N1CCOCC1	1.6%	x	x	x	x	7%	-3%	1.1	54	0%	1.4%[50 µM]	2%
O=S(=O)(c1ccc(Br)s1)N1CCN(c2ccc(F)cc2)CC1	0.9%	x	x	x	x	-7%	-7%	1.2	56	-6%	0.0%	-8%
CC(=O)Nc1cccc(NC(=O)CSc2nnnn2C)c1	x	16	19	i	3	-2%	-3%	x	x	0%	x	x
CCOC(=O)c1cnc2ccc(OC)cc2c1Nc1ccc(N2CCN(C)CC2)cc1	3.3%	x	x	x	x	1%	4%	1.7	90	-17%	-0.2%[50 µM]	3%

In the list so far, three contain two or more sulfur atoms.
SMILES	RSV antiviral HEp-2	WT yeast gro inh	WT yeast gro inh mutant strain	Autophagy mod	Autophagy mod cell loss 18 h	GPR35 antagonists	LYP phosphatase	NTR1 agonist	NTR1 agonist cell count 20 µM	AID2073	UTI89 phage lysis	Dengue-2 NS5 capping	others
CCOc1ccc(CN2C(=O)c3ccccc3C2=O)cc1C(=O)Nc1nnc(SCC)s1	3.4%	2	-10	i	12	-11%	-5%	20	51	6%	0.6%	1%
O=C1/C(=C/c2cccs2)SC(=S)N1N1CCOCC1	3.0%	x	x	x	x	3%	-2%	2.2	57	-9%	3.8%	-1%
O=S(=O)(c1ccc(Br)s1)N1CCN(c2ccc(F)cc2)CC1	0.9%	x	x	x	x	-7%	-7%	1.2	56	-6%	0.0%	-8%

Remaining list, next part:
SMILES	RSV antiviral HEp-2	WT yeast gro inh	WT yeast gro inh mutant strain	Autophagy mod	Autophagy mod cell loss 18 h	GPR35 antagonists	LYP phosphatase	NTR1 agonist	NTR1 agonist cell count 20 µM	AID2073	UTI89 phage lysis	Dengue-2 NS5 capping	others
CCOC(=O)C1=C(CC)Nc2ccccc2N=C1NC(=O)CCN1C(=O)C2CCCCC2C1=O (stereo not given)	-0.7%	1	-1	i	16	-23%	-2%	2.0	51	5%	-0.3%	-5%
Cc1cc(Oc2ccc(-c3ccccc3)cc2)nc(N2CCOCC2)n1	0.7%	19	12	i	-25	7%	1%	16	36	0%	0.4%	6%
O=C(CSc1nncn1-c1ccccn1)Nc1cccc(Cl)c1	1.7%	-3	1	i	-7	1%	2%	-0.3	108	-8%	i	x
COc1ccc(OCc2nn3c(-c4ccco4)nnc3s2)cc1	14%	10	22	i	2	27%	-10%	-0.5	54	3%	0.8%	-1%
COc1cc(Cl)cc(C(=O)O)c1OCC(=O)O	-2.6%	1	-8	i	10	-4%	-4%	-0.8	28	3%	3.0%	5%
CO/N=C\CC(=O)Nc1ccc(Cl)cc1Cl	-0.2%	2	-1	i	24	6%	-5%	0.5	25	11%	2.3%	-7%
O=C(c1cc(-c2ccccc2)nc2ccccc12)N1N=C(C(F)F)CC1(O)C(F)F (stereo not given)	5.9%	5	-21	i	-10	-4%	6%	5.2	43	6%	i	1%
CCC(CC)C(=O)Nc1ccc([N+](=O)[O-])cn1	1.5%	7	0	i	-18	-15%	2%	0.9	62	2%	-0.9%	1%
CCOCCCNc1ccc(N2C(=O)CCCC2=O)cc1[N+](=O)[O-]	3.2%	x	x	x	x	-8%	-3%	-0.9	56	18%	0.3%	-6%
CCOC(=O)CSc1nc2cc(C(=O)NCc3ccco3)ccc2c(=O)n1C1CCCCC1	3.3%	-4	-6	i	0	6%	0%	1.5	47	13%	0.5%	-5%
Cc1ccn2cc(-c3cccc(NS(C)(=O)=O)c3)nc2c1	0.2%	-16	2	i	-20	7%	-4%	-1.2	39	-5%	-1.3%	0%
CSc1nc2c(c(=O)n1C)SC(C)C2 (stereo not given)	3.4%	5	2	x	x	16%	-7%	0.5	44	-9%	-0.2%	-4%
NC(=O)c1cnn(C2CCS(=O)(=O)C2)c1 (stereo not given)	0.6%	0	5	i	16	-6%	-4%	-1.0	80	4%	0.1%	4%
Cc1ccc(NC(=O)C2CCN(S(=O)(=O)c3ccc4[nH]c(=O)oc4c3)CC2)cc1F	3.9%	x	x	x	x	27%	-7%	0.5	72	11%	-0.2%	-4%
CCN(CC)CCCNc1ccc(-c2nnc(-c3ccc(OCC(C)C)cc3)o2)cn1	-2.2%	x	x	x	x	2µM*	-28%	7.1	29	28%	-0.9%	-2%
COC(=O)[C@H](Cc1ccccc1)NC(=O)[C@@H](N)CC(=O)OCc1ccccc1	1.6%	x	x	x	x	x	x	0.9	56	x	-1.8%	-11%
CCOc1ccccc1CN1CCNC(=O)C1CC(=O)NCc1nc(C)cs1 (stereo not given)	1.6%	x	x	x	x	-6%	-11%	0.2	60	-6%	0.0%	5%
Cn1cnc2c1c(=O)n(Cc1cccc(Br)c1)c(=O)n2C	1.9%	18	17	i	3	-6%	-2%	-1.2	81	-1%	2.3%	1%
CC1CC(C)CN(C(=O)c2ccc3nc[nH]c3c2)C1 (stereo not given)	0.4%	x	x	x	x	1%	-10%	0.5	68	1%	-0.3%[50 µM]	-9%
Cc1ccc(-n2c(N)c(C(=O)N3CCOCC3)sc2=S)c(C)c1	0.9%	9	-12	i	27	9%	2%	-0.8	90	-22%	0.1%	-5%
O=C(CSc1ccc2nnc(-c3cccnc3)n2n1)N1CCOCC1	2.2%	6	0	i	-1	24%	-5%	-1.2	74	10%	0.6%	-2%
O=c1c2ccccc2nc(COc2ccccc2)n1/N=C/c1ccc(O)c(O)c1	3.7%	x	x	x	x	-15%	0%	-2.2	53	4%	1.7%	-6%
O=c1[nH]c2ccccc2nc1Cc1ccc(Cl)cc1	0.9%	x	x	x	x	19%	-4%	3.1	48	6%	0.1%	-2%
COc1ccc(CNC(=O)C(C)N2C(=O)COc3ccc(C)cc32)c(OC)c1 (stereo not given)	0.0%	x	x	x	x	2%	-7%	1.2	62	13%	0.0%	7%
O=C(Nc1cccc(S(=O)(=O)NC2=NCCC2)c1)c1cc(-c2ccco2)nc2ccccc12	0.9%	x	x	x	x	-7%	0%	2.3	51	62%*	1.4%[50 µM]	2%
Cc1cc(=O)n2[nH]c(SCc3ccccc3)nc2n1	2.9%	-5	2	i	-2	6%	-2%	-0.9	38	-6%	-0.2%	-4%
COc1ccc(Cl)cc1N=Cc1c(O)cc(C)oc1=O	0.4%	x	x	i	1	x	x	0.4	47	x	0.2%	-8%
CCOC1=NC(C(=O)O)c2ccccc2/C(=C(/C)Cl)N1 (stereo not given)	0.6%	-3	-2	i	3	4%	-10%	1.4	27	2%	0.2%	1%
CCOC(=O)Cc1nnc(Nc2ccc(C)cc2C)c2ccccc12	11%	-6	-16	i	5	x	-4%	2.0	63	12%	4.4%[50 µM]	-7%
Cc1nc2ccccc2c2c1C(=O)N(C1CCCCCCC1)C2=O	-0.1%	-7	7	i	4	0%	-8%	2.6	98	-2%	0.4%	3%	Dengue-2 NS5 capping pilot replicate=-4.2
COc1cccc(C(=O)OCC(=O)NC(C)CCc2ccccc2)c1O (stereo not given)	1.4%	x	x	x	x	-13%	-4%	-1.3	95	4%	-0.4%	1%
CC1(C)Cc2c(c(=S)nc(-c3ccccc3)n2Cc2cccnc2)CO1	x	x	x	x	x	-4%	-5%	0.1	52	-7%	-2.2%	2%
CC1CN(S(=O)(=O)c2cccc(C(=O)OCC(=O)c3cccs3)c2)CC(C)O1 (stereo not given)	1.6%	-3	-5	i	0	3%	-4%	0.6	54	-3%	0.5%	5%
CC(Oc1ccccc1)C(=O)OCC(=O)NC(=O)NC1CCCCC1 (stereo not given)	1.1%	x	x	x	x	x	x	-0.5	55	x	0.1%[50 µM]	-5%
CC(C(=O)Nc1ccccc1-c1ccccc1)N(C)Cc1nc2ccccc2c(=O)[nH]1 (stereo not given)	0.7%	2	-20	i	2	-5%	-7%	1.3	54	-3%	0.7%	-2%
Cc1cc(NC(=O)CN2CCCCC2)no1	-0.2%	-8	-11	i	-10	-5%	1%	0.2	80	5%	-1.2%	1%
O=C(NCc1nnc(SCC(=O)N2CCCc3ccccc32)o1)c1c(F)cccc1Cl	1.2%	-12	12	i	4	-18%	-1%	5.6	92	-17%	0.1%	6%
CCCCNC(=O)c1ccccc1NC(=O)CN(c1ccccc1)S(=O)(=O)N(C)C	2.0%	8	13	i	15	-16%	-3%	-0.2	35	16%	-8.4%	-6%

Screening data deposited in PubChem BioAssay by several laboratories.
